Screening results from PubChem BioAssay.
PDI inh: inhibitors of human PDI, primary screen, biochemical, turbidity, single point, plate reader; PDI insulin aggregation turbidity, A650, 90 min; 0.052% of 350,000 active; AID 588391, 2011; inhibition, % at 10 µM; Protein disulfide-isomerase (Homo sapiens), P07237;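 active = mean inhibition across replicates of 30% or more, whatever share of single replicates reach that level; inconclusive = mean inhibition below 30% while every single replicate reaches 30%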;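 note: absorbance from insulin aggregation driven by PDI reduction with DTT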
Target sequence (P07237 whole entry, looked up): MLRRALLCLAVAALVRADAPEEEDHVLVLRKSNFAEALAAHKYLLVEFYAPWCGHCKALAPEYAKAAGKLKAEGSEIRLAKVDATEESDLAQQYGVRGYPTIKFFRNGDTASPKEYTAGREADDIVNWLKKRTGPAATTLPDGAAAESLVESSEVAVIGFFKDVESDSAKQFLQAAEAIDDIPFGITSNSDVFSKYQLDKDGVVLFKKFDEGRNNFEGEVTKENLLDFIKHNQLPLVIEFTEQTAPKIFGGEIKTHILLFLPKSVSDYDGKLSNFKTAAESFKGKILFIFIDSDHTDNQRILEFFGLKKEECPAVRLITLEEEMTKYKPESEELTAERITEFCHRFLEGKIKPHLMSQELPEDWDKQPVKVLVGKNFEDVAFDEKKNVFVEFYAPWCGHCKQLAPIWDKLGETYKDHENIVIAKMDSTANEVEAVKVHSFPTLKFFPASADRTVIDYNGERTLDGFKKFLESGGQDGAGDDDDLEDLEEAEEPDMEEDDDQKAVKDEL
NR2E3 ag-1: NR2E3 agonists in two-hybrid cells, primary screen, cell-based, luminescence, CHO-S, Gal4-NCOR/VP16-NR2E3; luciferase; inhibition of corepressor binding, % at 3.98 µM; 0.35% of 360,000 active; AID 602229, 2012;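 active = inhibition above the mean of all tested compounds plus 3 SD, cut at about 70% in these data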;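 note: 0% = DMSO with NR2E3 transfected cells and 100% = cells lacking NR2E3 construct; higher means lower luciferase signal from less NR2E3 corepressor binding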
Target sequence (Q9Y5X4 whole entry, looked up, the tested form may be a part): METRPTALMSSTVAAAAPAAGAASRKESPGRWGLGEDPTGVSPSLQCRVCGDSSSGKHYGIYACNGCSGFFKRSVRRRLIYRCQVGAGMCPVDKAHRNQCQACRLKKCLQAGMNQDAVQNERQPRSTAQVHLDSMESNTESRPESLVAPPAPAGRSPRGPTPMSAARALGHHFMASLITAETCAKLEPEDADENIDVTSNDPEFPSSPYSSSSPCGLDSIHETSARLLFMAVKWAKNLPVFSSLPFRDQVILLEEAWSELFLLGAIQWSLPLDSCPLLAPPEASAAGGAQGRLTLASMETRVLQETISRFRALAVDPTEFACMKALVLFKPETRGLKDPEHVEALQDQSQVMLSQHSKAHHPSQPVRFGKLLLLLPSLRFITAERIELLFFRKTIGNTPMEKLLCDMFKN
CaV13 FRET inh: Disruptors of the CACNA1D IQ motif to Ca2+-dependent inactivation inhibitor domain association, primary screening, Förster resonance energy transfer in intact living …; AID 743397; HEK cells, CFP/YFP FRET ICDI-IQ, plate reader, 10 min; percent FRET-ratio fall versus neutral wells; 0.098% of 340,000 active; inhibition, % at 12.3 µM;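 active = mean replicate inhibition of at least 30% and at least 1% of replicates passing that level; inconclusive = only one of the two criteria is met; inactive = neither criterion is met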;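 note: 0% = median of the neutral control wells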
HIF-2a block: HIF-2a reporter inhibitors, primary screen, luminescence, 786-0 RCC cells. 786-0 RCC cells HIF-2a reporter, luciferase luminescence, overnight. inhibition, % at 18.8 µM. 0.72% of 360,000 active;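 active = inhibition of the luminescence signal of 40% or more relative to plate controls, in a single-dose primary screen at 18.75 µM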
Shn3 3UTR inh: reduction of Shn3 3'UTR firefly luciferase signal, primary screen, Schnurri-3 inhibitor project, cell-based, Clone20 osteoblasts, set 2 | AID 588674, 2011 | inhibition, % at 12.5 µM | Clone20 osteoblast Shn3 3'UTR firefly luciferase, 24 h | 0.52% of 360,000 active;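 active = mean inhibition of at least 75% with every replicate also reaching 75%; inconclusive = mean inhibition at least 75% but some replicate below; inactive = mean inhibition below 75%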;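 note: 0% = median of neutral control wells and 100% = pilot-screen positive control compound; some compounds past the cut are filed as inactive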
Peg3 promoter: Peg3 promoter-driven luciferase inhibitors, primary screen, cell-based, HeLa, luciferase luminescence; HeLa PEG-Prom luciferase reporter, overnight; 1.7% of 360,000 active; AID 588405, 2011; inhibition, % at 20 µM;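 active = inhibition of at least 50% at 20 µM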
CF NFkB inh: inhibitors of PAF-induced NF-kB signaling, primary screen, cell-based, GFP fluorescence, uHTS. KKLEB NF-kB-GFP reporter, GFP fluorescence overnight. inhibition, % at 5 µM. 0.86% of 360,000 active. AID 588850, 2011;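 active = at least 50% inhibition at 5 µM, scaled per plate between neutral and stimulator controls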;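 note: PAF is a Pseudomonas aeruginosa culture filtrate used as stimulus; plate controls were PAF-stimulated DMSO wells for no effect and unstimulated DMSO wells for full effect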
KKLEB cytotox: cytotoxicity in KKLEB CF airway cells, primary screen, cytotoxicity control for CF NF-kB inhibitor project, cell-based, uHTS, fluorescence assay plates; KKLEB CF airway cells viability, ATPlite luminescence, overnight; hits give low values; cells stimulated with P. aeruginosa culture filtrate; activity change (cytotoxicity), % at 5 µM; 0.36% of 360,000 active; AID 602141, 2011;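 active = corrected activity change at or below -50% at 5 µM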
NR2E3 ag-2: inhibitors of NR2E3-RetCOR corepressor binding, primary screen, NR2E3 agonist project, biochemical, TR-FRET, GST-NR2E3, biotin-RetCOR; Photoreceptor-specific nuclear receptor (Homo sapiens), Q9Y5X4; 1536-well; inhibition of corepressor binding, % at 4.78 µM; 0.12% of 320,000 active; AID 2300, 2010;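 active = percent inhibition above the cutoff of mean plus 3 SD of all tested compounds, set per screening campaign, cut at about 20% in these data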;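 note: 0% = DMSO wells and 100% = biotin wells as full block of FRET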
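Material – GST-tagged NR2E3 plus biotinylated RetCOR corepressor · Quantity – NR2E3 fusion 1.35 nM · Times – 5 h incubation at 4 °C · Medium – pH 7.5 Tris-based buffer · Technique – TR-FRET, Eu(K)-anti-GST donor, streptavidin-D2 acceptor, ex 340, em 617/671 nm · Benchmarks – high control biotin, low control 0.6% DMSO · Format – 1536-well plates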
Vif imaging: HIV Vif self-association inhibitors, primary screen, imaging, HEK293T, single point. 0.35% of 340,000 active. inhibition, % at 7.49 µM. HEK293T cells, Vif self-association by quenched fluorescence, 24 h; in the data active = inhibition above about 50%, passing the limit was not always enough; inconclusive = no clear call, values can overlap the other calls; inactive = below about 31%; note: some results filed as inactive read as strong as hits
MITF TRPM1 inh: inhibitors of MITF-dependent TRPM1 promoter reporter, primary screen, cell-based, SK-MEL-5, single point, luciferase | SK-MEL-5 TRPM1 promoter luciferase, 24 h | AID 488899, 2010 | inhibition, % at 12.5 µM | 0.83% of 330,000 active;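 active = mean inhibition across replicates of 60% or more, whatever share of single replicates reaches that level; inconclusive = some that reach 60%, reason not given; inactive = mean inhibition across replicates below 60%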; note: values of inactives mirror those of a sister screen read the other way
* marks the source's active call; other numbers are inactive results; ? = inconclusive; . = no result given; + = active, no number.

Structure	NR2E3 ag-2	Vif imaging	PDI inh	MITF TRPM1 inh	CaV13 FRET inh	CF NFkB inh	NR2E3 ag-1	KKLEB cytotox	HIF-2a block	Peg3 promoter	Shn3 3UTR inh
CC12CCC(C(=O)NCc3ccc(Cl)cc3)(OC1=O)C2(C)C (configuration not stated)	2	14	-9	9	-11	6	16	-7	12	10	-14
O=[N+]([O-])c1cccc(NC(=S)Nc2nc(-c3ccccc3Cl)cs2)c1	5	-32	5	18	.	50*	15	-17	-109	-35	26
CCOC(=O)c1sc(NS(=O)(=O)c2ccc(NC(C)=O)cc2)nc1C	4	.	1	2	.	0	6	-2	5	3	-24
O=Cc1cn(CC(O)CN2CCCCC2)c2ccccc12 (configuration not stated)	6	3	2	3	-7	5	-17	-3	12	-12	-12
O=C(CNC(=O)c1cccc(F)c1)N/N=C/c1cc(Br)ccc1OCc1ccccc1	1	-2	2	-6	-7	6	-6	10	-81	-12	-4
Nc1ccc(S(=O)(=O)Nc2nccc(/C=C/c3ccccc3F)n2)cc1	2	0	-9	10	-4	20	-4	11	13	1	-23
O=C(c1ncc[nH]1)c1ccccc1C(=O)N1CCOCC1	8	5	-2	0	-7	11	-1	-29	14	17	-14
CC1CCCCC12NC(=O)N(CC(=O)c1ccc3c(c1)OCO3)C2=O (configuration not stated)	-4	-2	9	-7	-6	-3	-17	12	-60	-31	-19
COc1ccc(S(=O)(=O)NC2CC(=O)N(c3ccc4c(c3)OCCO4)C2)cc1 (configuration not stated)	-2	-7	-3	9	-1	10	-4	1	13	15	-3
COc1ccc(-c2csc(CCn3nc(C)cc3C)n2)cc1	2	-10	-3	-7	-10	-4	-48	1	-147	-57	-8
CN(C)c1ccc(CNS(=O)(=O)c2ccc3c(c2)NC(=O)CS3)cc1	1	-9	-3	3	-2	25	45	-4	-1	-3	3
Cc1ccccc1S(=O)(=O)Cc1ccc(C(=O)N2CCN(c3ccc(F)cc3)CC2)o1	2	0	-5	14	-4	20	-22	-10	12	28	10
CCCCCn1c(NC(=O)c2ccco2)c(S(=O)(=O)c2ccc(C)cc2)c2nc3ccccc3nc21	20*	.	6	-1	.	23	-7	-26	-9	23	2
COCCn1c(-c2ccc(C#N)cc2)nc2c1c(=O)[nH]c(=O)n2Cc1ccccc1	-2	5	-3	6	3	8	-7	-13	11	9	61
COc1ccc(-c2nc3cc(C)c(Br)c(C)n3c2Cc2cccc(F)c2)cc1OC	.	.	.	.	-6	0	-24	-14	-29	-22	0
CN(C)CCCNCCCNC(=O)/C=N/O	-4	20	6	5	-9	3	-11	3	14	-13	15
CCC(C)NS(=O)(=O)c1ccc(NC(=O)C2CCCO2)cc1 (configuration not stated)	3	-6	-9	-20	-6	1	-25	-1	14	14	-15
COc1ccc(C(=O)NCCc2nnc3ccc(SCC(=O)N4CCOCC4)nn23)cc1	-2	6	1	7	-5	-14	3	12	15	21	-14
Nc1ccc(N2CCOCC2)c2nonc12	15	38	66*	16	-7	6	-11	7	10	11	3
COc1ccc(-c2oc3ncnc(NCCCN4CCOCC4)c3c2-c2ccc(OC)cc2)cc1	2	?	-2	-1	-5	11	24	-27	39	64*	15
O=Cc1nccc2ccccc12	.	-10	2	7	-7	28	-2	12	-4	5	-3
O=C(O)CC(Cc1ccccc1)(C(=O)O)c1ccccc1 (configuration not stated)	-1	2	4	0	-19	8	-15	2	14	6	9
CCCn1c(=S)[nH]c2cc(C(=O)N3CCN(C)CC3)ccc2c1=O	.	5	5	.	-4	14	-1	-6	2	8	-6
CN(C)/C=C1\NC(=S)N(c2ccc(Cl)cc2)C1=O	2	1	-1	-4	-2	-1	-9	6	-4	-6	14
CC(C)Cn1c(C23CC4CC(CC(C4)C2)C3)n[nH]c1=S	3	-1	-1	5	-19	2	-21	10	17	7	9

An excerpt from above in order of count of non-hydrogen atoms, smallest number first:
Structure	NR2E3 ag-2	Vif imaging	PDI inh	MITF TRPM1 inh	CaV13 FRET inh	CF NFkB inh	NR2E3 ag-1	KKLEB cytotox	HIF-2a block	Peg3 promoter	Shn3 3UTR inh
CN(C)/C=C1\NC(=S)N(c2ccc(Cl)cc2)C1=O	2	1	-1	-4	-2	-1	-9	6	-4	-6	14
CC(C)Cn1c(C23CC4CC(CC(C4)C2)C3)n[nH]c1=S	3	-1	-1	5	-19	2	-21	10	17	7	9
O=C(c1ncc[nH]1)c1ccccc1C(=O)N1CCOCC1	8	5	-2	0	-7	11	-1	-29	14	17	-14
CCC(C)NS(=O)(=O)c1ccc(NC(=O)C2CCCO2)cc1 (configuration not stated)	3	-6	-9	-20	-6	1	-25	-1	14	14	-15
CCCn1c(=S)[nH]c2cc(C(=O)N3CCN(C)CC3)ccc2c1=O	.	5	5	.	-4	14	-1	-6	2	8	-6
CC1CCCCC12NC(=O)N(CC(=O)c1ccc3c(c1)OCO3)C2=O (configuration not stated)	-4	-2	9	-7	-6	-3	-17	12	-60	-31	-19
Nc1ccc(S(=O)(=O)Nc2nccc(/C=C/c3ccccc3F)n2)cc1	2	0	-9	10	-4	20	-4	11	13	1	-23
COc1ccc(C(=O)NCCc2nnc3ccc(SCC(=O)N4CCOCC4)nn23)cc1	-2	6	1	7	-5	-14	3	12	15	21	-14

The results go on:
Structure	NR2E3 ag-2	Vif imaging	PDI inh	MITF TRPM1 inh	CaV13 FRET inh	CF NFkB inh	NR2E3 ag-1	KKLEB cytotox	HIF-2a block	Peg3 promoter	Shn3 3UTR inh
CCCC(O)(c1ccc(Cl)cc1)C(CN1CCOCC1)c1ccc(Cl)cc1 (configuration not stated)	-1	5	9	5	-15	12	7	2	7	58*	26
COc1cccc(C(=O)O[C@H]2[C@H](Cc3ccccc3)NS(=O)(=O)[C@H]3C[C@@H]4C=C[C@]23O4)c1	.	-4	-9	-1	-10	-5	12	-5	15	-3	-22
Cc1cc(C(=O)Nc2ccccc2C(=O)N2CCCCC2)ccc1[N+](=O)[O-]	2	-2	4	3	5	-8	11	-2	15	17	12
COC(=O)c1cc2c(cc1Cl)SC(=NCCCN1CCOCC1)NS2(=O)=O	0	12	4	11	.	-1	-7	4	6	5	18
NC(=O)c1ccc(NC(=O)CS(=O)(=O)c2cn(CC(=O)N3CCCC3)c3ccccc23)cc1	1	4	0	-5	-6	5	-17	4	4	3	0
N#CCc1ccc(NC(=O)c2ccc(S(=O)(=O)N3CCCC3)cc2)cc1	-4	7	8	9	-3	-7	1	-8	2	19	-4
CCn1c(N)c(C(=O)NCCOC)sc1=S	1	2	-7	9	-5	7	-6	-14	19	2	-3
Cc1ccc(-c2cc(C(=O)Nc3cnn(C(C)C)c3)no2)cc1	-1	0	-9	-32	-4	0	-19	8	-95	-121	-10
CCOC(=O)c1sc(NC(=O)C2CC(=O)N(c3ccccc3C)C2)nc1C (configuration not stated)	0	19	8	1	-2	0	0	6	22	15	18
CCOC(=O)C1CCN(C(=O)c2cccc(NS(=O)(=O)c3ccc(F)c(F)c3)c2)CC1	-2	1	-4	-4	-2	6	1	-10	9	18	-25
CCn1c(=O)cc(SCC(=O)Nc2cccc(SC)c2)c2ccccc21	2	-8	-4	-4	-8	-13	16	-8	-31	-5	11
CSc1nsc(SC)c1C(=O)OCC(F)(F)F	3	4	6	1	-1	16	10	-3	10	4	-13
N=c1oc2cc(O)ccc2cc1C(=O)Nc1ccc(Br)cc1	-1	0	5	-39	+	15	-72	-12	-85	-191	-60
CC(=O)Nc1ccc(S(=O)(=O)Oc2ccc(C(=S)N3CCCCC3)cc2)cc1	-4	-18	0	4	-3	-4	55	4	-28	12	63
Cc1ccc(-n2c(-c3ccc(Cl)cc3)n[nH]c2=S)cc1	.	-4	-7	-1	-10	-29	23	7	1	18	13
O=C(O)CN=C1NC2(CCCC2)Cc2ccccc21	5	-1	-6	-7	-4	-8	-12	11	11	4	-11
O=C(OCCN(C1=NS(=O)(=O)c2ccccc21)c1ccccc1Cl)c1ccc(Cl)cc1	2	-7	-3	17	-5	10	-6	-11	22	26	22
C(/C=C/c1ccco1)=N/N1CCN(c2ccccc2)CC1	3	.	-10	-112	.	1	-138	11	-253	-332	-68
COc1cccc(NS(=O)(=O)c2ccc3c(c2)C2C=CCC2C(c2ccc(C(=O)O)cc2)N3)c1 (configuration not stated)	3	-3	?	5	-4	9	-27	11	19	13	-10
Cc1ccc(/C=N\NC(=O)C2CN(S(=O)(=O)c3ccccc3)CCN2S(=O)(=O)c2ccccc2)cc1 (configuration not stated)	-1	4	-2	-3	-5	-21	-12	12	20	17	1
O=C(Cc1cccs1)Nc1ccc(Cl)cc1	2	-7	4	-16	-6	2	-31	-2	-131	-80	-25
CC(C)CN(Cc1cc2ccccc2[nH]c1=O)C(=O)c1cccnc1	-2	9	-1	-4	-5	-30	-25	3	10	-2	-15
C=CCSc1nc2sc(C)c(C)c2c(=O)[nH]1	-1	1	11	-5	-6	17	-4	-3	-6	-11	-6
O=S(=O)(c1ccccc1F)N1CCN(CCc2ccccc2)CC1	-1	-3	6	13	-3	-25	-6	10	2	11	8
Cc1nc(Cl)sc1C(=O)Nc1cccc(C(F)(F)F)c1	.	-4	-4	10	-2	-4	-14	4	20	5	-19
